p53 reactivator = restores transcriptional activity of mutant p53; H1299 p53-A138V BP100-luciferase reporter, luminescence, 24 h; Potency, µM (titrated, usually from 92.2 µM), inactives show at the highest dose activity change, positive = activation, hits mostly activators; 320,000 tested, 0.063% active; AID 504706; note: % of control where 0% means no effect; nearly all actives have a fitted effect of over 45% in size
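H1299 (p53-null), stable ts p53-A138V + BP100-Luc; 1000 cells/well, Opti-MEM/10% FBS; cpd 4 pt, 1:5; 24 h, 37 deg C, 5% CO2; detection reagent 10 min RT; luminescence.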
ELG1 genotoxic = inducers of genotoxicity in HEK293T ELG1-luciferase cells | AID 504466 | Potency, µM (titrated, usually from 46 µM), for the others: top-dose activity change, positive = activation, actives largely listed as activators | 330,000 tested, 1.3% active | HEK293T ELG1-luciferase reporter, luminescence, 16 h; note: % of control where 0% means no effect; nearly all actives have a fitted effect of over 60% in size
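Reporter readout depends on ELG1 protein level, which increases with genetic stress. After 16 hr compound exposure at 37 °C, luciferase activity was quantified using ONE-Glo.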
NPC1 prom act = activates the NPC1 promoter | AID 485313 | 320,000 tested, 2.4% active | Potency, µM (highest dose often 9.22 µM), without a hit: top-dose activation, actives largely listed as activators | Huh7 NPC1 promoter luciferase reporter, 24 h;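 note: % of control where 0% means no effect; nearly all actives have a fitted effect of over 60% in size; reporter is driven by a mutant NPC1 promoter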
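Luciferase expression driven by the NPC1 promoter was measured in stably transfected Huh7 cells after a 24 h compound incubation, using a luciferase reagent and a luminescence read.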
BRCA1 expr up = BRCA1 expression activation | Potency, µM (doses to about 46.1 µM), for inactives: top-dose activation, usual class: activators | 380,000 tested, 1.1% active | MCF7-BRCA1-FFLuc reporter, luminescence, 48 h; response scale: scaled: vehicle 0%, 10 µM genistein 100%; note: nearly all actives have a fitted effect of over 80% in size; some results filed as inactive show a strong effect at the top dose
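Luminescence from a BRCA1-driven firefly luciferase in MCF7 cells was read after 48 h compound exposure at 37 C. Data normalized against DMSO and a 10microM genistein activation control, then curve-fitted across the titration.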
MLL CXXC-DNA inh = inhibitors of human MLL CXXC domain-DNA interaction. Potency, µM (highest dose often 115 µM), for inactives: at the highest dose activity change, negative = inhibition, actives largely listed as inhibitors. 290,000 tested, 0.037% active. AID 2662. MLL-CXXC / FITC-HOXA9 DNA fluorescence polarization; active = well fitted inhibition curve with a large enough effect in the polarisation, with a control signal flat, not every such curve was filed as active; inconclusive = small, poorly fitted or top-dose-only effect, or effect the other way, or a change in a side signal; inactive = no such curve, though single readings can be large or run the other way; the % refers to the polarisation
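Steps: dispense CXXC domain solution (7 uM) → pin compounds or unlabeled HOX-A9 DNA control → 5 min ambient → add FLSN-HOX-A9 solution (50 nM) → spin → 30 min ambient → fluorescence polarization. Tris pH 7.5/NaCl/DTT/BSA buffer.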
Rab9 prom act = Rab9 promoter activation. Huh7 Rab9 promoter-luciferase reporter, luminescence, 24 h. Potency, µM (top dose mostly 9.22 µM), inactives show at the highest dose activation, negative = inhibition, hits mostly activators. 320,000 tested, 2.8% active. AID 485297; note: % of control where 0% means no effect; nearly all actives have a fitted effect of over 60% in size
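Steps: seed 1500 Huh7 Rab9-luc cells per well, rest 2 h at 37 °C; add compound in DMSO; incubate 24 h; add luciferase reagent, 10 min ambient; read luminescence.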
VP16 counter = Gal4-VP16 reporter inhibition counter-screen. Drosophila S2 Gal4-VP16 UAS-luciferase, luminescence, 20 h. Potency, µM (titrated, usually from 53.6 µM), without a hit: at the highest dose activity, negative = inhibition, hits mostly inhibitors. 310,000 tested, 3.5% active. AID 2546;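 note: Gal4-VP16 expression switched on by copper sulfate through the metallothionein promoter; % is set by controls: 0 for no effect and ±100 for the full control effect; nearly all actives have a fitted effect of over 50% in size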
FLuc modulator = inhibits or activates purified firefly luciferase, miR-21 counter-screen; purified FLuc, Km substrates, luminescence inhibition; AID 588342; Potency, µM (highest dose often 57.5 µM), for the others: at the highest dose activity change, negative = inhibition, hits mostly inhibitors; 360,000 tested, 6.9% active;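 note: plate controls were vehicle for no effect and reference inhibitor for full effect; nearly all actives have a fitted effect of over 55% in size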
Target sequence (P08659 whole entry, looked up): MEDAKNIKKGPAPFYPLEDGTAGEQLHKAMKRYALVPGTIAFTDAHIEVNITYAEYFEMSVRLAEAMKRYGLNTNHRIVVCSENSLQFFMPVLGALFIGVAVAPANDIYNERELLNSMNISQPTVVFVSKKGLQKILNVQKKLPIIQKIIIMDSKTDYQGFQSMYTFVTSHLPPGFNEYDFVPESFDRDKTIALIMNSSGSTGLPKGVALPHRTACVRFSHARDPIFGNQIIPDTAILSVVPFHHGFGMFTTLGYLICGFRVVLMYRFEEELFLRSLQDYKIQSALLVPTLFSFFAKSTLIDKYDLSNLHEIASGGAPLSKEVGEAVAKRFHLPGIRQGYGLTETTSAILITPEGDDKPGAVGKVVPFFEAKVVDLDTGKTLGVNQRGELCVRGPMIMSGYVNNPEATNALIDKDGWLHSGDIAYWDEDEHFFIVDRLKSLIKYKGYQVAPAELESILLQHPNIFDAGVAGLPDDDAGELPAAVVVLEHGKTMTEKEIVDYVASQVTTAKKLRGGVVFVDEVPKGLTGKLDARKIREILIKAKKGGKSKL
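Purified P. pyralis luciferase (10nM final) with 10uM D-luciferin and 10uM ATP (Km levels) in 50mM Tris acetate pH 7.5, 10mM Mg acetate, 0.01% Tween-20, 0.05% BSA; qHTS 6-point titration, ~60 µM downward; luminescence read.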
RORg inh = inhibitors of mouse ROR gamma transcriptional activity | Drosophila S2 Gal4-RORgamma UAS-luciferase reporter, 20 h | AID 2551 | 310,000 tested, 5.4% active | Potency, µM (highest dose often 53.6 µM), for the others: at the top dose activity change, negative = inhibition, most hits filed as inhibitors; note: % is set by controls: 0 for no effect and ±100 for the full control effect; nearly all actives have a fitted effect of over 60% in size
Target sequence (P51450 whole entry, looked up, the tested form may be a part): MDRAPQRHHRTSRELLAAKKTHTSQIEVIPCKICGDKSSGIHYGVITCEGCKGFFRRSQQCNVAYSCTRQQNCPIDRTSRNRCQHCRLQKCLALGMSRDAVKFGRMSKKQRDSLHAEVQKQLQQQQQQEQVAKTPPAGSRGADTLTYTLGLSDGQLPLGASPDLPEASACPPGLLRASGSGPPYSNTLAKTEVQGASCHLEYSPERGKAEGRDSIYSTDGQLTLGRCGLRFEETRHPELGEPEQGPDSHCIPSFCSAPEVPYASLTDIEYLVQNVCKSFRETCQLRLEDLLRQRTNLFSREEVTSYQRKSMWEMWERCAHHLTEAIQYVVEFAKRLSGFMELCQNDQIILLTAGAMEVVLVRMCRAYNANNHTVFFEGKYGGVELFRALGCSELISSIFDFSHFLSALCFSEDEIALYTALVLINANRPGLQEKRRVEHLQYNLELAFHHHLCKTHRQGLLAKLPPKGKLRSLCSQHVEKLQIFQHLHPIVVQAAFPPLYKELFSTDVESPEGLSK
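Read-out: Photinus luciferase luminescence; inhibitors lower reporter signal. Insect Schneider cells with Gal4-ROR gamma fusion under metallothionein promoter, UAS reporter; 700 uM final copper sulfate induction, 20 hr, ambient temperature.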
MBNL1-CUG inh = inhibitors of human MBNL1 binding to CUG repeat RNA. 280,000 tested, 0.036% active. TR-FRET MBNL1-His/biotin-(CUG)12 binding, 665/545 ratio. Q9NR56. Potency, µM (doses to about 57.5 µM), for inactives: at the highest dose activity change, negative = inhibition, most hits filed as inhibitors; active = well fitted inhibition curve with a large enough effect in the signal ratio, with a control signal flat, not every such curve was filed as active; inconclusive = small, poorly fitted or top-dose-only effect, or effect the other way, or a change in a side signal; inactive = no such curve, though single readings can be large or run the other way; the % refers to the signal ratio; note: % is set by controls: 0 for no effect and ±100 for the full control effect
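MBNL1-His + Biotin-(CUG)12, cpd titration 92 nM–58 uM; Tb anti-His Ab 0.055 ng/ul, SA-XL665 5 nM (final); 60 min RT; ratiometric 665/545 nm, Ex 340 nm; normalized to buffer and full-complex controls.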
uPA surface inh = blocks generation of uPA at the cell surface. cell surface uPA generation assay, qHTS. Potency, µM (doses to about 38.3 µM), for the others: at the highest dose activity change, negative = inhibition, actives largely listed as inhibitors. 330,000 tested, 0.31% active. AID 540303; active = well fitted inhibition curve with a large enough effect; inconclusive = small, poorly fitted or top-dose-only effect; inactive = no such curve, though single readings can be large or run the other way; tested in mouse RAW 264.7 cells; note: % is set by controls: 0 for no effect and ±100 for the full control effect; nearly all actives have a fitted effect of over 55% in size
Starred values were filed as active, the others as inactive; ? = inconclusive; . = no result given; & = joins results of further samples; [ ] = another dose, or the depositor's remark. Unless noted, calls come from the whole dose curve; as a rule, active = well fitted curve in the direction sought with a large enough effect; inconclusive = small, poorly fitted or top-dose-only effect, or another doubt; inactive = no such curve, though single readings can be large; an effect the other way counts as inactive or inconclusive. Potency is the fitted concentration of half-maximal effect. This is a subset (hit frequency here may not be typical).

SMILES	p53 reactivator	ELG1 genotoxic	NPC1 prom act	BRCA1 expr up	MLL CXXC-DNA inh	Rab9 prom act	VP16 counter	FLuc modulator	RORg inh	MBNL1-CUG inh	uPA surface inh
COc1ccc(-n2cc(CNCCc3cnc[nH]3)c(-c3cccc(F)c3)n2)cc1	5.7%	1.9%	-4.9%	-1.4%	14.6%	-20.8%	-20.8%	19µM*	31.6%	1.0%	-4.4%
Fc1ccc(Sc2nc(-c3ccccc3)nnc2C(F)(F)F)cc1	-19.9%	-3.5%	-20.9%	-94.1%[inhibitor]	2.7%	-18.2%	7.08µM*	-3.0%	5.62µM*	-1.6%	-8.0%
O=S(=O)(Nc1ccc(-c2nc3cccnc3s2)cc1)c1cc(F)ccc1F	13.2%	?	3.7%	2.8%	-3.7%	?	26.6%	?	-5.4%	27.2%	-6.6%
CCc1nnc(NC(=O)c2cc(C)nc3ccccc23)s1	-1.3%	2.0%	1.0%	-33.5%	-18.7%	2.9%	1.9%	-16.1%	-24.6%	3.8%	3.0%
CCOC(=O)Cn1c(=O)c(C#N)cn(C(C)C)c1=O	3.5%	2.1%	1.6%	-12.4%	0.0%	-2.2%	1.2%	6.6%	-14.9%	-8.3%	9.1%
COc1cccc(Nc2nn3c(=O)c4ccccc4nc3s2)c1	16.3%	12.9%	?	107.9%	.	-6.0%	.	?	.	.	-2.3%
COC(=O)c1sc(S(=O)(=O)NC(C)C(=O)O)c(C(=O)OC)c1C (stereo not drawn)	6.8%	-4.8%	7.3%	0.0%	3.7%	2.5%	-1.8%	-6.3%	6.3%	7.8%	7.5%
O=C(CCc1nnc(CCCc2ccccc2)o1)NCCN1CCOC1=O	9.4%	-0.5%	-2.1%	0.4%	13.9%	0.3%	-14.6%	2.5%	5.3%	-7.1%	4.1%
CC(=O)c1cc2c(=O)c3cc(C)ccc3oc2nc1C	25.7%	10.3µM*	?	11.2µM*	3.6%	3.55µM*	2.0%	8.49µM*	20.7%	19.3%	-3.3%
O=S1(=O)CC2SC(=S)N(Cc3ccccc3)C2C1 (stereo not drawn)	-0.6%	-1.9%	1.9%	-1.5%	-1.2%	0.9%	-6.0%	0.9%	-3.4%	-4.1%	2.2%
O=C(O)c1ccc(CSc2nc(-c3ccc(Cl)cc3)cc(C(F)(F)F)n2)cc1	-6.6%	-4.2%	-3.4%	-0.1%	1.4%	-33.2%[inhibitor]	?	4.7%	-92.2%	8.5%	-0.8%
O=C(O)c1cc(S(=O)(=O)N2CCCCC2)ccc1F	-5.6%	1.2%	-3.2%	6.0%	-8.3%	-0.8%	-3.4%	1.2%	0.9%	4.5%	.
COc1ccc(CN(C)C(=O)[C@H](Cc2ccccc2)NC(=O)c2ccco2)c(OC)c1	-14.1%	-5.8%	?	9.1%	.	-1.0%	.	-1.4%	.	.	2.2%
NC(=O)NCc1cccc(Cl)c1	0.2%	-2.0%	0.5%	1.6%	-16.4%	0.8%	-1.6%	0.1%	-11.5%	1.8%	3.0%
O=C(CS(=O)(=O)Cc1ccccc1)Nc1nc2ccccc2s1	-4.7%	2.8%	0.5%	21.1%	3.0%	2.4%	0.3%	-21.5%	16.1%	-11.8%	-3.6%
Cc1cc(-c2nn(-c3ccccc3F)cc2CN2CCC(C(N)=O)CC2)c(C)s1	-3.6%	0.4%	2.9%	-6.7%	2.1%	-3.0%	-4.1%	-1.7%	0.8%	5.8%	2.9%
O=[N+]([O-])c1cc2c(c(CSc3nnc4ccccn34)c1)OCOC2	2.5%	4.3%	2.3%	23.5%	?	0.1%	13.5%	-2.5%	20.7%	.	-10.8%
O=S(=O)(/N=C(/Nc1ccc(F)cc1F)c1ccc(Cl)cc1)c1ccccc1	-0.9%	4.2%	-3.7%	-18.6%	20.0%	-2.8%	-12.0%	5.7%	0.8%	-4.2%	2.2%
O=C(COc1ccc(S(=O)(=O)N2CCOCC2)cc1Cl)N1CCOCC1	1.8%	-2.2%	-3.4%	-8.4%	-0.7%	6.4%	3.0%	0.8%	-23.0%	-7.2%	-0.9%
O=C1C(=O)c2c(C(=O)c3ccccc3)coc2-c2ccccc21	?	10µM*	1.0%	-90.4%[inhibitor]	-15.4%	1.8%	3.55µM*	?	6.31µM*	3.9%	-14.1%
CCOc1ccc(S(=O)(=O)N2CCCCC2)cc1NC(=O)C1COc2ccccc2O1 (stereo not drawn)	-4.6%	-4.8%	-5.4%	-29.9%	.	-1.5%	.	-10.4%	.	.	0.3%
N#Cc1c(C(F)(F)F)cc(-c2cccs2)nc1SCC(=O)O	6.1%	0.1%	-1.5%	4.1%	-3.3%	-1.6%	-8.0%	0.2%	-4.4%	.	-21.9%
CCc1cccc2c(C(=S)N3CCOCC3)c[nH]c12	0.1%	-0.2%	-1.4%	7.6%	6.6%	-3.3%	17.5%	-0.1%	8.5%	3.8%	4.4%
c1ccc(C2CC(c3ccccc3)n3ncnc3N2)cc1 (stereo not drawn)	-4.1%	0.8%	0.9%	1.0%	-9.3%	-3.3%	-4.3%	1.5%	-24.4%	-8.2%	0.5%
COC(=O)c1ccc(CSc2nc3ccc(S(N)(=O)=O)cc3[nH]2)cc1	-6.8%	0.4%	0.5%	-0.5%	-10.1%	4.0%	0.7%	-7.9%	0.0%	2.5%	-7.2%
CC(NC(=O)c1ccccc1)C(c1cccs1)N1CCOCC1 (stereo not drawn)	1.8%	-13.1%	-1.3%	2.1%	10.1%	0.1%	-0.9%	8.8%	15.8%	-4.4%	8.8%
COc1cccc(-n2nnc3c(=O)n(Cc4ccccc4Cl)cnc32)c1	2.3%	3.4%	-2.4%	11.5%	7.3%	2.0%	2.0%	-4.4%	-1.2%	-2.6%	-0.9%
O=C(COC(=O)/C=C/c1cccc([N+](=O)[O-])c1)NCc1ccc2c(c1)OCO2	4.2%	0.8%	-1.4%	1.2%	-7.3%	0.9%	0.8%	-2.0%	30.4%	-2.4%	5.8%
Cc1ccc(C(=O)Nc2nnc(S(=O)(=O)N3CCN(c4ccc(F)cc4)CC3)s2)cc1	5.7%	12.9%	4.1%	3.5%	9.5%	-3.4%	-3.3%	4.9%&-7.4%	5.2%	-5.8%	3.8%
Cc1ccc(S(=O)(=O)NCC[C@@]2(C)C3CCC2(C)C(=O)C3)cc1 (stereo partly drawn)	-6.2%	-15.2%	18.0%	-5.2%	3.2%	-0.6%	-6.6%	4.2%	-0.1%	-9.1%	-4.7%
Cc1cc(C)c(C#N)c(SCc2ccc(C#N)cc2)n1	-3.5%	-0.8%	-3.2%	-12.4%	11.1%	-0.3%	0.7%	5.4%	0.2%	-0.1%	-8.9%
CCCOc1ccc(N2C(=O)CC(NNC(=O)c3ccc(COc4ccccc4)o3)C2=O)cc1 (stereo not drawn)	-11.6%	-1.9%	-2.9%	-31.8%	11.4%	-4.6%	?	-0.2%	?	-16.7%	-0.6%
O=C(Nc1ccccc1C(=O)Nc1nnc(C(F)(F)F)s1)c1ccccc1	10.3%	-13.8%	-30.8%[inhibitor]	-65.9%	-15.9%	-39.1%[inhibitor]	5.01µM*	?	4.47µM*	0.4%	-10.7%
O=C(NC1CCCC1)C(c1ccccc1)N(Cc1ccc2c(c1)OCO2)C(=O)Cc1cccs1 (stereo not drawn)	5.2%	-8.3%	-4.9%	-31.5%	12.1%	-4.5%	-11.4%	1.5%	23.8%	9.6%	5.7%
CCc1ccccc1NC(=O)C1CCCN1S(=O)(=O)c1ccc(-c2ccc(=O)[nH]n2)s1 (stereo not drawn)	-7.3%	-3.9%	-1.6%	-2.3%	14.6%	-0.4%	-3.5%	5.6%	13.0%	?	-1.0%

An excerpt from above in order of length of the SMILES, ascending.
SMILES	p53 reactivator	ELG1 genotoxic	NPC1 prom act	BRCA1 expr up	MLL CXXC-DNA inh	Rab9 prom act	VP16 counter	FLuc modulator	RORg inh	MBNL1-CUG inh	uPA surface inh
Cc1ccc(S(=O)(=O)NCC[C@@]2(C)C3CCC2(C)C(=O)C3)cc1 (stereo partly drawn)	-6.2%	-15.2%	18.0%	-5.2%	3.2%	-0.6%	-6.6%	4.2%	-0.1%	-9.1%	-4.7%
O=C(NC1CCCC1)C(c1ccccc1)N(Cc1ccc2c(c1)OCO2)C(=O)Cc1cccs1 (stereo not drawn)	5.2%	-8.3%	-4.9%	-31.5%	12.1%	-4.5%	-11.4%	1.5%	23.8%	9.6%	5.7%
CCc1ccccc1NC(=O)C1CCCN1S(=O)(=O)c1ccc(-c2ccc(=O)[nH]n2)s1 (stereo not drawn)	-7.3%	-3.9%	-1.6%	-2.3%	14.6%	-0.4%	-3.5%	5.6%	13.0%	?	-1.0%
